Compound activity as filed in PubChem BioAssay.
GALR2 antag: GALR2 (human) receptor antagonism; GALR2-expressing cells, antagonist mode; AID 828; inhibition, % at 4 µM; hit rate 0.39% among 140,000; O43603; in the data active means inhibition above about 27%;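 further: cells stimulated with galanin 1-16 at roughly its EC80; 0% = agonist challenge control and 100% = basal control without agonist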
Target sequence (O43603 whole entry, looked up): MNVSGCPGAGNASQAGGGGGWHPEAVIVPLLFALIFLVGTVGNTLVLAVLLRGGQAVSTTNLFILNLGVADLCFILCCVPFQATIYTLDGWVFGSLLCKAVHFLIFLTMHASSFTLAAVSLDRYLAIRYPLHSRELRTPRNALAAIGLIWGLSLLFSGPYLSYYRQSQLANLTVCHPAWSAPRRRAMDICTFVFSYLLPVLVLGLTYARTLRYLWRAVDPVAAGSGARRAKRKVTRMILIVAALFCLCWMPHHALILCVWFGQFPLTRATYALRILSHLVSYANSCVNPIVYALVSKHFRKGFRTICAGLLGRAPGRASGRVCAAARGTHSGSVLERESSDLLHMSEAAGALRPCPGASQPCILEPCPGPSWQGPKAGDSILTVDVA
PTEN del growth: growth suppressors of cells with PTEN tumor suppressor deletion; viability, % at 10 µM; hit rate 1.2% among 140,000; HCT116 PTEN-null viability, CellTiter-Glo, 60 h; stronger effect = lower value;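 active means viability at or below a set limit, 4 SD under the median of all tested compounds, cut at about 3.7% in these data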;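 further: PTEN knockout HCT116 line with beta catenin targeted HCT116 as companion control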
MRP1 act: activators of MRP-1. viability increase, % at 10 µM. hit rate 0.61% among 140,000. H69AR cells + doxorubicin, viability rescue, CellTiter-Glo;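 active means viability gain under doxorubicin at or above a set limit, the compound median plus 3 SD, cut at about 4.7% in these data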;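 further: MRP-1 overexpressing cells given doxorubicin 25 µM after compound pretreatment; 18-22 h compound pretreatment then 72 h with doxorubicin before readout; 0% = doxorubicin-only wells and 100% = vehicle-treated cells without doxorubicin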
Yeast growth inh: reduces growth of yeast BB579 in restrictive medium; S. cerevisiae BB579 growth, OD615, 48 h; inhibition, % at 10 µM; hit rate 0.51% among 140,000; AID 804;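 active means inhibition above a set limit, 3 SD over the mean compound inhibition, cut at about 44% in these data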; further: inactives centre near -24
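test system = yeast BB579 (DeaD) | buffer or medium = restrictive CSMM-D medium | doses = single compound dose of 10 µM, 0.25% DMSO final | times = 4 h preincubation and 48 h exposure at 30 °C | technique = culture absorbance at 615 nm | benchmarks = amphotericin B 10 µg/mL, positive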
Phagocyt inh: inhibitors of macrophage phagocytosis; J774A.1 macrophage IgG-bead phagocytosis, imaging; inhibition, % at 5 µM; hit rate 0.07% among 110,000; AID 1029;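 active means inhibition above the mean of the plate negative controls plus 5 SD, cut at about 13% in these data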;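 further: phagocytic index as fraction of beads internalized from green versus red external bead signal; plate controls were DMSO negative control for no effect and cytochalasin-D positive control for full effect; some results beyond the cut were filed as inactive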
NPY Y2 blocker: antagonists of human neuropeptide Y receptor Y2. P49146. NPY-Y2 expressing cells, antagonist mode. inhibition, % at 2.7 µM. hit rate 0.99% among 140,000. AID 793; in the data active means inhibition above about 17%;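 further: 0% = vehicle with agonist challenge and 100% = reference antagonist with challenge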
Target sequence (P49146 whole entry, looked up): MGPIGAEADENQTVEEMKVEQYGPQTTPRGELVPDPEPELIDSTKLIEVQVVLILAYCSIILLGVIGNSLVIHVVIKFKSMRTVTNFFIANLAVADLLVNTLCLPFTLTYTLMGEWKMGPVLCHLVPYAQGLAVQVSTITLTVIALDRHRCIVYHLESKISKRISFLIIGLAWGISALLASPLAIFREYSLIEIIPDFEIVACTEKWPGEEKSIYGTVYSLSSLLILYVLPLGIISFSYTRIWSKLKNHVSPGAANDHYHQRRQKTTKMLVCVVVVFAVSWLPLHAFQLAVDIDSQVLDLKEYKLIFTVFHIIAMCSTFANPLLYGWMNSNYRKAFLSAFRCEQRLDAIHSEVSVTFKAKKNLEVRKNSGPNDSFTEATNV
HCT116 bCat-KO: beta-catenin-lacking colon tumor cell growth suppression. HCT116 beta-catenin knockout viability, CellTiter-Glo, 60 h; stronger effect = lower value. hit rate 1.5% among 140,000. viability, % at 10 µM;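 active means viability at or under a set limit, the compound median less 4 SD, cut at about 6% in these data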;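 further: 0% = Hyamine 1622 control at 20 µM and 100% = untreated cell control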
E-sel TNF inh: TNF alpha driven E-selectin expression inhibition; hit rate 0.71% among 120,000; inhibition, % at 2 µM; AID 1246; HUVEC TNFa-induced E-selectin immunofluorescence, high content;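 active means inhibition above the batch mean plus 3 SD, and confirmed as a hit on visual image review, cut at about 43% in these data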;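 further: 0% = TNF-stimulated DMSO wells and 100% = unstimulated control wells; not every result past the cut was called active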
Measles CPE: protection of cells from measles virus. Measles virus-infected cells, CPE protection, absorbance. protection (pct of control), % at 4 µM. hit rate 1.5% among 140,000. AID 841; in the data active means protection mostly above about 24%, no sharp cut-off; inactive means mostly below about 26%; further: some compounds called inactive have numbers as strong as hits
Yeast lifespan up: extends the lifespan of yeast; S. cerevisiae growth with nicotinamide, OD615; deaD strain in restrictive glucose medium; inhibition of the nicotinamide effect, % at 10 µM; hit rate 0.68% among 130,000;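 active means inhibition above a set limit, placed 3 SD over the median of all compounds, cut at about 26% in these data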;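 further: 0% = nicotinamide-treated wells and 100% = cells grown without nicotinamide; some compounds called inactive have numbers as strong as hits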
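assay system = DeaD-strain S. cerevisiae | buffer or medium = restrictive glucose medium | reagent = 1.5 mM nicotinamide | compound = 10 µM single point, 0.25% DMSO | incubation = 48 h compound exposure at 30 °C, humidified | signal = OD615 measurement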
* marks the source's active call; other numbers are inactive results; . = no result given; & = joins results of further samples. Not a hit list; about 6.2% have a hit in one of these screens.

Sample of the layout:
No. | structure | GALR2 antag | PTEN del growth | MRP1 act | Yeast growth inh | Phagocyt inh
1 | CCN1C(=O)/C(=C\c2ccc(F)cc2)N=C1SCC(=O)NCc1ccco1 | 4 | 99 | -3.0 | -12 | -4
2 | Cc1nc2c(C(=O)N3CCOCC3)cnn2c(C)c1Cc1cccc(Cl)c1 | 0 | 96 | -3.5 | -25 | 1
3 | COc1ccc(CC(=O)N2CC3(C)CC2CC(C)(C)C3)cc1OC (stereo not given) | 5 | 94 | -2.2 | -30 | 0
4 | CCN(C(=O)c1ccc2c(Cl)c3c(nc2c1)CCC3)c1cccc(C)c1 | 4 | 76 | -3.2 | -38 | .
5 | Cc1ccc(N2CC(C(=O)Nc3ccc4c(c3)OCCO4)CC2=O)cc1 (stereo not given) | 4 | 93 | -4.3 | -14 | 0

No. | NPY Y2 blocker | HCT116 bCat-KO | E-sel TNF inh | Measles CPE | Yeast lifespan up
1 | 3 | 88 | . | 9 | 2
2 | -1 | 88 | 42 | 23 | -3
3 | -1 | 91 | -19 | 7 | -25
4 | 1 | 74 | -3 | 4 | 39*
5 | 9 | 90 | -29 | 8 | -11

The list itself (from the top)
No. | structure | GALR2 antag | PTEN del growth | MRP1 act | Yeast growth inh | Phagocyt inh
1 | CCN1C(=O)/C(=C\c2ccc(F)cc2)N=C1SCC(=O)NCc1ccco1 | 4 | 99 | -3.0 | -12 | -4
2 | Cc1nc2c(C(=O)N3CCOCC3)cnn2c(C)c1Cc1cccc(Cl)c1 | 0 | 96 | -3.5 | -25 | 1
3 | COc1ccc(CC(=O)N2CC3(C)CC2CC(C)(C)C3)cc1OC (stereo not given) | 5 | 94 | -2.2 | -30 | 0
4 | CCN(C(=O)c1ccc2c(Cl)c3c(nc2c1)CCC3)c1cccc(C)c1 | 4 | 76 | -3.2 | -38 | .
5 | Cc1ccc(N2CC(C(=O)Nc3ccc4c(c3)OCCO4)CC2=O)cc1 (stereo not given) | 4 | 93 | -4.3 | -14 | 0
6 | COc1ccc(CCNc2oc(COc3ccc(Br)cc3)nc2C#N)cc1OC | 8 | 31 | 1.9 | -63 | 1
7 | CC(C)(C)OC(=O)N1CC(O)CC1C(=O)OCC(=O)c1ccccc1 (stereo not given) | 0 | 104 | -2.2 | -2 | .
8 | c1ccc(CN(Cc2cccs2)C(c2cccs2)c2nnnn2C2CCCC2)cc1 (stereo not given) | 8 | 47&54 | 0.7 | -49 | 0
9 | Cc1ccc(Cn2ccc(=O)c(Cc3c(Cl)cccc3Cl)c2C)cc1 | -8 | 88 | 0.1 | -41 | -7
10 | CCOC(=O)CSc1nc2sc(C)c(C)c2c(=O)n1N | 2 | 101 | -1.6 | -21 | -8
11 | O=C(Nc1ccc(Cl)cc1)N1CCc2[nH]c3ccccc3c2C1 | 15 | 54 | -0.7 | -48 | 1
12 | O=C(C1CCC(=O)N1Cc1ccccc1Cl)N1CCN(c2ccc(F)cc2)CC1 (stereo not given) | -2 | 96 | -1.4 | -28 | .
13 | O=C(c1cnccn1)N(Cc1ccco1)C1(C(=O)NC2CCCC2)CCCCC1 | 0 | 80 | -0.7 | -25 | 0
14 | Cc1cc(C)c(C#N)c(SCC(=O)Nc2nnc(-c3ccccc3)s2)n1 | 10 | 92 | 1.6 | -21 | -1
15 | CCOC(=O)c1oc2ccccc2c1CN1CCN(c2ccccc2)CC1 | 10 | 78 | 2.7 | 1 | 3

No. | NPY Y2 blocker | HCT116 bCat-KO | E-sel TNF inh | Measles CPE | Yeast lifespan up
1 | 3 | 88 | . | 9 | 2
2 | -1 | 88 | 42 | 23 | -3
3 | -1 | 91 | -19 | 7 | -25
4 | 1 | 74 | -3 | 4 | 39*
5 | 9 | 90 | -29 | 8 | -11
6 | 13 | 42 | 9 | 3 | -2
7 | -1 | 95 | -1 | 5 | .
8 | 16 | 57 | 12 | 3 | -1
9 | 11 | 80 | 14 | 0 | -6
10 | 3 | 94 | . | 9 | -5
11 | -3 | 47 | -6 | 10 | -11
12 | 3 | 92 | 28 | 2 | -8
13 | 33* | 86 | -5 | 10 | -12
14 | 2 | 93 | -4 | 7 | -9
15 | 12 | 76 | -21 | 26 | -5

Carrying on:
No. | structure | GALR2 antag | PTEN del growth | MRP1 act | Yeast growth inh | Phagocyt inh
16 | Cc1cc(C)cc(N2C(=O)CC(n3nc(C)cc3C)C2=O)c1 (stereo not given) | -14 | 102 | -1.1 | -60 | 0
17 | O=S(=O)(c1cccc(C(F)(F)F)c1)N1CCN(C(=S)NCc2ccco2)CC1 | 13 | 88 | -1.8 | -20 | 1
18 | FC(F)(F)c1ccc(N2CCN(c3cc(-c4ccccc4)nc4ncnn34)CC2)nc1 | 10 | . | 0.5 | -8 | .
19 | COc1ccc(NS(=O)(=O)c2ccc(NC(=O)c3ccc(N(C)S(C)(=O)=O)cc3)cc2)c(OC)c1 | 4 | 66 | -1.2 | -25 | -9
20 | CCSc1nnc(CNC(=O)C23CC4CC(CC(C4)C2)C3)n1C1CCCCC1 | -2 | 98 | -1.3 | 10 | -6
21 | CCOC(=O)c1cnc(SCc2ccccc2)nc1N | 3 | 84 | -0.2 | 3 | 0
22 | O=C(CN1C(=O)C2C3C=CC(C3)C2C1=O)NCCc1ccccc1Cl (stereo not given) | 0 | 97 | -2.6 | -34 | -2
23 | CCOCCCNS(=O)(=O)c1ccccc1 | 13 | 103&97 | 0.3 | 0 | 0
24 | COc1ccccc1N1CCN(/N=C/C=C\c2ccco2)CC1 | -2 | 89 | -2.3 | 35 | -2
25 | CCOC(=O)Nc1ccc2c(c1)N(C(=O)CCN1CCN(C)CC1)c1ccccc1S2 | 25 | 83 | -0.3 | -8 | .
26 | O=C(NCC1CCCO1)C12CN(Cc3ccccc3)CC1C(c1cccc([N+](=O)[O-])c1)=NO2 (stereo not given) | -8 | 112 | 0.2 | 2 | 1
27 | NC1=NC(=Nc2ccc(Cl)cc2)c2ccccc21 | 5 | 71 | -0.4 | 5 | -2
28 | CN1/C(=C\C(=O)COC(=O)Cn2nnc(-c3ccccc3)n2)C(C)(C)c2ccccc21 | -3 | 18 | -1.6 | -10 | .
29 | Cc1cc(C)c2c(N)c(-c3nc4ccccc4[nH]3)sc2n1 | 28* | 80 | -3.9 | 7 | -4
30 | O=S(=O)(c1ccc(-c2nc3ccccc3s2)cc1)N1CCCC1 | -19 | 76 | 0.5 | -41 | -1

No. | NPY Y2 blocker | HCT116 bCat-KO | E-sel TNF inh | Measles CPE | Yeast lifespan up
16 | 2 | 105 | -27 | 3 | -8
17 | -2 | 93 | . | 21 | 3
18 | 7 | 12 | . | 15 | -12
19 | 0 | 71 | . | 8 | 2
20 | 1 | 96 | 7 | 6 | -2
21 | 3 | 98 | 9 | 7 | -15
22 | 2 | 100 | . | 10 | 4
23 | 1 | 103 | -10 | 3 | -15
24 | 3 | 95 | 11 | 6 | -30
25 | 2 | 83 | 23 | 4 | -11
26 | 2 | 108 | . | 10 | -13
27 | 0 | 64 | -9 | 4 | -3
28 | 12 | 17 | -7 | 5 | -4
29 | 0 | 84 | 7 | 0 | -3
30 | 1 | 86 | . | -1 | -2

Additional structures.
No. | structure | GALR2 antag | PTEN del growth | MRP1 act | Yeast growth inh | Phagocyt inh
31 | CCCC(=O)NC(=S)Nc1cccc(NC(=O)c2ccc(Cl)cc2Cl)c1 | -19 | 94 | -3.2 | -11 | -2
32 | O=C(COC(=O)COc1ccccc1Cl)Nc1ccccc1OC(F)F | -14 | 87 | -1.8 | 0 | -1
33 | COC(=O)c1ccccc1NC(=O)Cn1nnc(-c2ccc(OC)cc2)n1 | 5 | 71 | -2.5 | -22 | .
34 | N#Cc1nc(-c2ccc(F)cc2)oc1N1CCCC1 | 5 | 93 | -2.1 | 13 | .
35 | COc1ccccc1C(=O)N1CCC(C(=O)c2ccc(F)cc2)CC1 | 3 | 94 | -2.4 | -42 | 2
36 | Cn1nnnc1SCCNCc1cc(Cl)ccc1OCc1ccccc1 | -4 | 84 | -3.7 | -45 | -11
37 | CCOc1ccc2c(c1)c1nnc(SCC(=O)N3CCCCC3C)nc1n2C (stereo not given) | -12 | 73 | -1.9 | -27 | -1
38 | CS(=O)(=O)N(CC(=O)O)c1cc(Cl)cc(Cl)c1 | 2 | 90 | -0.9 | -53 | 1
39 | CCn1c(/C=C2/C(=O)N(C)c3ccccc32)nc2ccccc2c1=O | 19 | 64 | -5.0 | -76 | .
40 | CCn1c2ccc(OC)cc2c2nc3ccccc3nc21 | -1 | 73 | -2.1 | -10 | .
41 | c1ccc(CCc2nn3c(Cn4nnc5ccccc54)nnc3s2)cc1 | 3 | 85 | -0.5 | -25 | 2
42 | C=C(Br)Cn1c(CC(C)C)nc2ccccc21 | -7 | 86 | -3.3 | -11 | 0
43 | COC(=O)n1c(=O)oc2ccccc21 | 13 | 92 | -3.1 | -35 | 1
44 | CCCCOC(=O)c1cccc(NC(=O)CCC(=O)O)c1 | 8 | 97 | 0.2 | -46 | -1
45 | Cc1ccsc1C1Nc2ccccc2-c2nc3ccccc3n21 (stereo not given) | 5 | 84 | -1.6 | -35 | .

No. | NPY Y2 blocker | HCT116 bCat-KO | E-sel TNF inh | Measles CPE | Yeast lifespan up
31 | 4 | 88 | 43 | 3 | -1
32 | 5 | 93 | -10 | 4 | -5
33 | 7 | 72 | -12 | 13 | .
34 | 4 | 90 | -13 | 4 | -27
35 | 0 | 85 | . | 2 | -3
36 | 8 | 74 | . | 0 | 1
37 | 2 | 70 | -7 | 4 | -8
38 | 2 | 84 | -20 | 3 | -6
39 | -1 | 69 | -21 | 4 | -13
40 | 6 | 62 | -1 | 1 | .
41 | 3 | 80 | -18 | 18 | -17
42 | 3 | 81 | . | 25 | -9
43 | 2 | 91 | -18 | 7 | -15
44 | -2 | 102 | . | 2 | -8
45 | 7 | 96 | -3 | 21 | -3

More records:
No. | structure | GALR2 antag | PTEN del growth | MRP1 act | Yeast growth inh | Phagocyt inh
46 | Cc1nn(C)c(C)c1/C=C/C(=O)c1cccs1 | 22 | 71 | -5.3 | 19 | .
47 | Cc1sc(NC(=O)c2ccccc2F)c(CN2CCCCC2)c1C | 1 | 77 | -2.0 | -31 | 2
48 | O=c1cc(N2CCN(c3ccccc3)CC2)[nH]c(=O)n1Cc1ccc(F)cc1 | -6 | 98 | 1.5 | 1 | 0
49 | CC(=O)Nc1ccc(-c2nc3c(C)cccc3[nH]2)cc1 | -6 | 107 | -1.5 | -41 | 1
50 | COC(=O)c1cc(OC)c(OC)cc1NC(=S)Nc1cccc(Cl)c1 | -4 | 95 | -2.5 | -17 | .
51 | Cc1nnc(SC(C)C(=O)Nc2ccc(Cl)cn2)n1Cc1ccccc1 (stereo not given) | 15 | 82 | -2.2 | -42 | -1

No. | NPY Y2 blocker | HCT116 bCat-KO | E-sel TNF inh | Measles CPE | Yeast lifespan up
46 | 2 | 67 | -21 | 3 | .
47 | 2 | 62 | . | 12 | 6
48 | 1 | 90 | . | 24 | -3
49 | 1 | 116 | -26 | 16 | -18
50 | 1 | 97 | -19 | 12 | -7
51 | 9 | 97 | . | 37 | -18
